# Dengue-2 NS5 capping – Dengue-2 NS5 methyltransferase inhibitors, primary screen, biochemical, confirmation dose response (AID 588689); Dengue-2 NS5 methyltransferase capping enzyme assay, biochemical; higher % means a stronger effect; one-dose inhibition, % at 25 µM; IC50 in µM for titrated hits; hit rate 0.3% among 340,000; in the data active = a potency from the dose series
# Rac1 GTP hydrolysis – MgcRacGAP GTPase-activating activity inhibitors, confirmation, biochemical, ADP Hunter fluorescence. MgcRacGAP-stimulated Rac1 GTP hydrolysis, ADP Hunter fluorescence; higher % means a stronger effect; GST-tagged Rac1 F28L mutant substrate. one-dose inhibition, % at 30 µM; IC50 in µM for titrated hits. hit rate 0.6% among 340,000;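 active = first-screen hits whose inhibition reached a set limit at any dose in the follow-up dose series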;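 note: fluorescence reports GDP produced by GAP-driven GTP hydrolysis; strong numbers were not always called active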
# RSV antiviral HEp-2 – RSV antiviral activity via CPE protection, HEp-2 cells, primary 10 µM value included (AID 2391); hit rate 0.13% among 310,000; one-dose CPE inhibition, % at 10 µM; IC50 in µM for titrated hits; HEp-2 cells, RSV-induced CPE inhibition; higher % means a stronger effect; in the data active = a potency from the dose series; note: strong numbers were not always called active
# Starred values were filed as active, the others as inactive. A portion of the library. The share of hits here may be higher or lower than overall.
item	canonical_smiles	Dengue-2 NS5 capping	Rac1 GTP hydrolysis	RSV antiviral HEp-2
1	O=C(NCCc1ccc(F)cc1)c1ccc2nccnc2c1	-5.2%	4.9%	1.7%
2	COc1ccccc1C(=O)Nc1ccc(OC(C)C(=O)N2CCOCC2)cc1 (stereo not drawn)	-8.1%	4.1%	-0.2%
3	CCN(CC(=O)Nc1ccc2c(c1)OCO2)CC(=O)Nc1ccccc1C(F)(F)F	-8.2%	5.2%	0.2%
4	CC(O)C(NC(=O)OCc1ccccc1)C(=O)OCc1ccccc1 (stereo not drawn)	-6.6%	-2.1%	0.2%
5	O=S(=O)(NCc1ccccc1Br)c1ccccc1Br	-2.0%	6.8%	-0.3%
6	NS(=O)(=O)c1cccc(NC(=O)COC(=O)CN2C(=O)c3ccccc3C2=O)c1	-6.6%	3.9%	0.7%
7	CCCN(CC1CC1)C(=S)NC(=O)c1ccccc1Br	-2.9%	2.6%	0.0%
8	COC(=O)c1ccc(NC(=O)COC(=O)CCC2CCCC2)cc1	-1.5%	3.1%	-0.2%
9	Cc1ccc(S(=O)(=O)N2CCN(C(=O)CSc3n[nH]c(N)n3)CC2)c(C)c1	1.5%	5.1%	0.9%
10	CCN(CC)Cc1ccccc1CNC(=O)c1cccc(S(=O)(=O)Nc2ccc3c(c2)OCO3)c1	-10.8%	8.7%	-0.5%
11	CC(=O)c1ccccc1NC(=O)COC(=O)c1cc2ccccc2[nH]1	1.5%	0.4%	2.7%
12	CCc1ccc(N2CC(C(=O)OCc3csc(CC(=O)Nc4ccccc4C)n3)CC2=O)cc1 (stereo not drawn)	-3.0%	5.8%	1.1%

# Complete entries, looked up by structure. Values in the order: Dengue-2 NS5 capping	Rac1 GTP hydrolysis	RSV antiviral HEp-2
# `CCc1ccc(N2CC(C(=O)OCc3csc(CC(=O)Nc4ccccc4C)n3)CC2=O)cc1` (stereo not drawn) in the list: -3.0%	5.8%	1.1%
# `CCN(CC(=O)Nc1ccc2c(c1)OCO2)CC(=O)Nc1ccccc1C(F)(F)F` in the list: -8.2%	5.2%	0.2%
# `NS(=O)(=O)c1cccc(NC(=O)COC(=O)CN2C(=O)c3ccccc3C2=O)c1` in the list: -6.6%	3.9%	0.7%
# `COC(=O)c1ccc(NC(=O)COC(=O)CCC2CCCC2)cc1` in the list: -1.5%	3.1%	-0.2%

# The list goes on:
item	canonical_smiles	Dengue-2 NS5 capping	Rac1 GTP hydrolysis	RSV antiviral HEp-2
13	Cc1ccc(C(=O)OCC(=O)NCc2ccco2)cc1C	-7.3%	4.5%	0.2%
14	CC(C)(C)NC(=O)NC(=O)CSc1ccc(S(=O)(=O)N2CCCCC2)cn1	-3.6%	1.0%	0.4%
15	CC(=O)Nc1ccc(S(=O)(=O)NC(C)c2ccncc2)cc1 (stereo not drawn)	2.6%	4.3%	-0.8%
16	COc1ccc(CCC(=O)OCC(=O)NCc2ccccc2)cc1	-8.8%	1.0%	-0.2%
17	CCOc1ccc(Cl)cc1C1=CC(=O)C[C@H](c2ccc(OC)cc2)C1	-4.0%	6.4%	6.1%
18	COc1ccc2c(C)cc(SCC(=O)NCC3CCCO3)nc2c1 (stereo not drawn)	-12.6%	-3.2%	0.7%
19	CCN(C(=O)COC(=O)Cc1c(F)cccc1Cl)c1c(N)n(Cc2ccccc2)c(=O)[nH]c1=O	-8.1%	5.8%	0.2%
20	CCOC(=O)[C@H]1[C@H]2COc3ccc(C)cc3[C@@H]2N2C(=O)[C@@H](CO)NC(=O)[C@@]12C	1.4%	9.3%	0.9%
21	CCOC(=O)c1ccc(-c2c(-c3ccc(OC)cc3)oc(=O)c3cc(OC)c(OC)cc23)cc1F	-4.1%	3.5%	6.0%
22	CC1CCC(NC(=O)CSc2nnnn2C)CC1 (stereo not drawn)	0.0%	5.2%	-0.1%
23	COc1ccc(NC(=O)CSc2ncccn2)cc1S(=O)(=O)N1CCCCC1	-7.3%	1.5%	0.2%
24	O=C(NCCc1ccc(C(F)(F)F)cc1)c1ccc2c(c1)OCO2	-7.3%	0.7%	1.6%
25	O=C(COC(=O)CNC(=O)C1CCCCC1)Nc1ccccc1Cl	12.4%	1.2%	1.3%
26	Cc1ccc(C)c(S(=O)(=O)Nc2ccc(S(=O)(=O)Nc3ncccn3)cc2)c1	-2.3%	2.7%	1.1%
27	COc1ccc(OCC(=O)OCC(=O)c2ccc(OC)c(F)c2)cc1	-7.4%	2.5%	1.1%
28	CC(C)(C)OC(=O)NCc1ccc(CNC(=O)c2nc[nH]c2C(=O)N2CCc3ccccc3C2)cc1	-0.7%	11.5%	1.0%
29	COc1ccc(OC)c(NC(=O)COC(=O)CCC2CCCC2)c1	-0.4%	3.0%	1.1%
30	COc1ccccc1C(=O)NC(CCSC)C(=O)N1CCN(C(C)=O)CC1 (stereo not drawn)	-3.0%	2.3%	1.9%
31	COc1ccc(CNC(=O)c2cc(C3CC3)nc3c2cnn3C(C)C)cc1	-10.4%	4.9%	-0.6%
32	CS(=O)(=O)c1cccc(C(=O)OCC(=O)Nc2ccc3c(c2)OCO3)c1	-0.7%	3.0%	0.6%
33	COCCN(C(=O)CC1CCCC1)c1c(N)n(CC(C)C)c(=O)[nH]c1=O	2.2%	1.5%	-0.2%
34	COc1ccc(C(=O)Nc2ccc3nc(N4CCOCC4)sc3c2)cc1OC	-1.8%	4.8%	0.7%
35	COc1c(-c2ccccc2)oc2c(ccc3occc32)c1=O	14.7%	4.3%	0.4%
36	O=C1C(=O)N(CCCn2ccnc2)C(c2ccc([N+](=O)[O-])cc2)/C1=C(\O)c1ccc2c(c1)OCCO2 (stereo not drawn)	-1.9%	2.2%	0.2%
37	COCC(C)n1c(SCC(=O)NC(=O)Cc2ccccc2)nc2ccccc2c1=O (stereo not drawn)	1.5%	2.8%	0.9%
38	CCc1ccc(C(=O)OCC(=O)N2CCCCCC2)cc1	5.6%	4.6%	0.3%
39	COc1ccc(NC(=O)CN(C)CC(=O)NC2CCC(C)CC2)cc1 (stereo not drawn)	-3.3%	1.7%	0.1%
40	CC12CCC(=O)N1C(C(=O)Nc1nc3ccc(F)cc3s1)CS2 (stereo not drawn)	-11.4%	4.4%	-0.4%
41	N#Cc1ccc(NCC(=O)N2CCN(S(=O)(=O)c3ccccc3)CC2)cc1	6.3%	-6.0%	0.7%
42	O=C(COc1ccc(Br)cc1)NCCCN1CCCC1=O	3.0%	7.9%	2.3%
43	COc1ccccc1-n1cnnc1SCC(=O)NC1CCCC1	-2.2%	-0.1%	2.7%
44	CN(CCOc1ccc(Cl)cc1)C(=O)c1cc(S(=O)(=O)N2CCOCC2)ccc1N1CCCC1	-3.0%	2.6%	-0.1%
45	Cc1ccc(/C=C/C(=O)OCC(=O)Nc2cccnc2Cl)cc1	4.4%	1.9%	1.4%
46	COc1ccc(N(C)S(=O)(=O)c2cccc(C(=O)Nc3nc(C)c(C(C)=O)s3)c2)cc1	-1.5%	2.1%	2.2%
47	O=C(CSc1nc2[nH]c(=O)[nH]c(=O)c2s1)Nc1cccc(F)c1	2.6%	3.0%	2.0%
48	COc1cc(C#Cc2c(C=O)n(C)c3ccccc23)cc(OC)c1	28.0%	2.8%	3.6%
49	NC(=O)c1ccc(NC(=O)COc2ccc(-n3cnnn3)cc2)cc1	-6.6%	4.9%	1.8%
50	COc1ccc(CCN(C)C(=O)c2c(C)noc2C)cc1OC	-0.7%	8.9%	-0.4%
51	O=C(c1cn(-c2ccccc2)nc1-c1cccnc1)N1CCN(S(=O)(=O)c2ccccc2F)CC1	-4.4%	5.5%	0.4%
52	COc1ccc(CC(=O)N(C)CC(=O)Nc2ccc(F)cc2)cc1S(=O)(=O)N1CCOCC1	-7.4%	3.6%	-0.8%
53	CCOc1ccc(NC(=O)CN(C)C(=O)/C=C/c2ccco2)cc1OCC	-4.5%	10.2%	2.9%
54	O=C(NC1CC1)c1cc(-c2ccc(Br)cc2)nc2ccccc12	-1.5%	6.5%	0.0%
55	Cc1ccc(S(=O)(=O)N2CCN(C(=O)CSC(=S)N3CCCC3)CC2)c(C)c1	-9.2%	2.5%	0.1%
56	COc1ccccc1/C=C/C(=O)OCC(=O)N1c2ccccc2CC1C (stereo not drawn)	1.9%	-1.8%	2.9%
57	COc1ccc(-n2c(=O)c(CCC(=O)NCCc3ccccc3F)nc3ccccc32)cc1	-11.4%	-1.1%	2.7%
58	Cc1cc(C)n2nc(C(=O)OCC(=O)c3ccccc3Cl)nc2n1	-11.6%	5.7%	0.9%
59	COc1cc(C(=O)N2CCN(c3ccccc3Cl)CC2)ccc1OCC(=O)N1CCOCC1	-2.3%	8.1%	2.8%
60	O=C(COC(=O)/C=C/c1cccc(F)c1)NC1CCCC1	-5.9%	4.2%	0.8%
61	O=C(CC1OC(=O)c2ccccc21)NNC(=O)c1ccc(F)cc1 (stereo not drawn)	-4.6%	7.7%	1.9%
62	C[C@@H]1NS(=O)(=O)[C@H]2C[C@@H]3C=C[C@]2(O3)[C@H]1OC(=O)c1ccccc1Br	4.9%	12.8%	2.3%
63	COc1ccc(NC(=O)CN(C)CC(=O)NCc2ccc(C)cc2)cc1	-3.0%	2.9%	0.7%
64	Cc1ccc(S(=O)(=O)c2nc(Cc3ccccc3)oc2N2CCOCC2)cc1	-8.0%	5.2%	1.2%
65	COc1ccc(OCCOc2ccc(S(=O)(=O)N3CCCC3)cc2C(N)=O)cc1	-1.6%	4.3%	0.7%
66	CC(=O)Nc1cc(NC(C)=O)cc(C(=O)OCC(=O)N(c2ccccc2)C2CCS(=O)(=O)C2)c1 (stereo not drawn)	5.9%	2.5%	-0.2%
67	CCN(Cc1nc2ccccc2c(=O)[nH]1)C(=O)CN1C(=O)NC2(CCCCC2C)C1=O (stereo not drawn)	-5.1%	4.3%	1.0%
68	Cc1ccc(C(=O)NCC(=O)N2CCCCCCC2)cc1C	0.0%	-2.6%	2.2%
69	O=C(CN1CCN(CN2C(=O)NC3(CCCCCC3)C2=O)CC1)Nc1ccc(F)cc1	0.0%	4.0%	-0.3%
70	CC(CNC(=O)CN1C(=O)NC2(CCOc3ccccc32)C1=O)c1ccccc1 (stereo not drawn)	-7.6%	-0.4%	1.0%
71	Cc1nn2c(=O)cc(COC(=O)c3c(F)cccc3Cl)nc2s1	-5.9%	3.4%	2.7%
72	CCOc1ccc(NC(=O)COC(=O)c2cc(=O)c3ccccc3o2)cc1	1.9%	0.4%	1.2%

# Further results follow:
item	canonical_smiles	Dengue-2 NS5 capping	Rac1 GTP hydrolysis	RSV antiviral HEp-2
73	COc1ccc(-c2c(-c3cc(OC)cc(OC)c3)n(C)c3ccc(-c4cccc5[nH]ccc45)cc23)cc1	8.0%	3.4%	2.5%
74	CN(CC(=O)Nc1ccc(Cl)c(Cl)c1)C(=O)CNC(=O)Cc1ccccc1	-5.6%	1.2%	1.6%
75	COc1ccc(C(c2c(NC(=O)c3ccco3)sc(C)c2C)N2CCOCC2)cc1OC (stereo not drawn)	-6.0%	4.1%	4.07µM*
76	COc1ccc2c(c1)[C@H]1[C@H](CO2)[C@H](c2ccccc2)[C@]2(C)C(=O)N[C@H](C)C(=O)N12	4.0%	-0.4%	1.7%
77	COc1ccc(NC(=O)CN2C(=O)NC(C)(C3CCCCC3)C2=O)c(OC)c1 (stereo not drawn)	2.2%	4.0%	0.4%
78	CC1CC(C)CN(S(=O)(=O)c2ccc(NC(=O)c3ccc(=O)[nH]c3)cc2)C1 (stereo not drawn)	-9.8%	7.4%	1.1%
79	COc1ccc(-n2sc3ccc(F)cc3c2=O)cc1	-13.6%	45.2µM*	-1.8%
80	CC(=O)c1sc(NC(=O)CN2C(=O)C3CCCCC3C2=O)nc1-c1ccccc1 (stereo not drawn)	0.8%	1.0%	0.6%
81	O=[N+]([O-])c1ccc(Cc2ccccn2)cc1	-2.6%	5.6%	0.8%
82	Cc1oc(-c2cccc(Cl)c2)nc1CN1CCC(C(=O)N2CCN(c3ccccn3)CC2)CC1	2.2%	-10.2%	0.6%
83	O=C(N/N=C/c1ccccc1Br)c1cccc(S(=O)(=O)N2CCOCC2)c1	4.6%	-2.5%	0.6%
84	CCCNC(=O)C(Cc1cccc(Cl)c1)NC(=O)c1ccc(C#N)cc1 (stereo not drawn)	-1.6%	4.9%	-0.2%
85	CCCCn1c(N)c(N(CCOC)C(=O)CN2C(=O)C3CCCCC3C2=O)c(=O)[nH]c1=O (stereo not drawn)	-4.4%	4.9%	2.2%
86	Cc1oc(-c2ccccc2)nc1C(=O)OCC(=O)NCc1ccc(Cl)cc1	-3.4%	-0.9%	0.7%
87	CC(=O)C[C@H](O)CC(=O)[C@@H]1OC(=O)CCCCCCc2ccccc21	-4.4%	8.7%	-1.2%
88	CCCCn1c(SCC(=O)Nc2cc(C)on2)nc2cc(S(N)(=O)=O)ccc21	-12.6%	-6.1%	1.1%
89	CN(C(=O)CN1C(=O)NC(C)(c2cccc(Br)c2)C1=O)C1CCCCC1 (stereo not drawn)	4.8%	6.9%	1.5%
90	CN(C)C(=O)OCc1c(-c2ccccc2)ncc2ccccc12	-1.6%	5.2%	-0.3%
91	CC1Cc2ccccc2N1C(=O)CN1CCN(S(=O)(=O)c2cccs2)CC1 (stereo not drawn)	-13.9%	6.2%	0.4%
92	O=C(/C=C/c1ccc(S(=O)(=O)N2CCOCC2)cc1)NCCc1ccc(C(F)(F)F)cc1	-1.1%	3.1%	4.4%
93	COc1ccc(CCNC(=O)CSc2nc3[nH]c(=O)cc(O)c3s2)cc1	3.7%	0.8%	2.1%
94	CCOc1ccccc1NC(=O)C(c1ccccc1)N1CCN(C(=O)c2ccco2)CC1 (stereo not drawn)	0.8%	1.9%	7.7%
95	O=C(Cc1ccccc1)Nc1cccc(S(=O)(=O)N2CCCCCC2)c1	-5.1%	3.2%	2.9%

# Bioassay records from PubChem.
